# Bioassay records: PubChem, Sanford-Burnham Center for Chemical Genomics
# NALP3 yeast inh: NALP3 inflammasome inhibitors in reconstituted yeast, primary screen, luminescence, uHTS; Yeast reconstituted NLRP3/ASC/caspase-1, beta-gal luminescence, 24 h; inhibition, % at 10 µM; hit rate 0.39% among 330,000;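 active = inhibition of 50% or more; inactive = inhibition below 50%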;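 also: plate controls were induced DMSO wells for no effect and uninduced yeast grown without galactose for full effect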
# SENP8 block-1: SENP8 protease inhibitors, primary screen, biochemical, luminescence; hit rate 1.2% among 330,000; AID 2540, 2010; inhibition, % at 10 µM; Sentrin-specific protease 8 (Homo sapiens), Q96LD8; purified SENP8, Z-RLRGG-aminoluciferin cleavage; in the data active = inhibition above about 50%
# Target sequence (Q96LD8 whole entry, looked up): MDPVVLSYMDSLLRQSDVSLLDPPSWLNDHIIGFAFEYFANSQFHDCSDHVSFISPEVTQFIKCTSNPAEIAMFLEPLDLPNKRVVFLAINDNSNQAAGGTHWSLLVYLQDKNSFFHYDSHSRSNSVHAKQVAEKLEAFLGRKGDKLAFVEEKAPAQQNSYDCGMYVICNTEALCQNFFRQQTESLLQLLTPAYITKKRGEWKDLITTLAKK
# SENP7 inh: SENP7 protease inhibitors, primary screen, biochemical, luminescence, uHTS | Sentrin-specific protease 7 (Homo sapiens), Q9BQF6 | recombinant SENP7, Z-RLRGG-aminoluciferin luminescence, 40 min | inhibition, % at 5 µM | hit rate 1.5% among 330,000 | AID 434973, 2010;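 active = inhibition above about 50% at the single test dose, limit read from the data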;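 also: plate controls were DMSO with enzyme for no effect and no enzyme buffer wells for full effect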
# Target sequence (Q9BQF6 706-1050 limits assumed): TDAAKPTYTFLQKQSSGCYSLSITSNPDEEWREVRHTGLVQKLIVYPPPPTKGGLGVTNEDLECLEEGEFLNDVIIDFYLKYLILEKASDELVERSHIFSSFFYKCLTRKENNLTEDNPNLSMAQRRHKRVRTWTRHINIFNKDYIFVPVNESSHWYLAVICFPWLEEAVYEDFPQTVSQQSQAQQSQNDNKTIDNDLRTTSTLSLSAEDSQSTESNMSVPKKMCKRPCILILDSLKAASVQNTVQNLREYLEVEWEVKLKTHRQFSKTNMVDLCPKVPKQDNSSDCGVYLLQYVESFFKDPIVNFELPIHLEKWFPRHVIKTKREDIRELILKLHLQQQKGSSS
# HKDC1 inhibitor: HKDC1 hexokinase inhibitors, primary screen, biochemical, fluorescence, uHTS; hit rate 0.16% among 340,000; Q2TB90; AID 493160, 2011; inhibition, % at 20 µM; recombinant HKDC1, G6PDH/diaphorase resazurin coupled fluorescence;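 active = inhibition above about 35% when tested at 20 µM, limit read from the data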;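 also: plate controls were DMSO wells with enzyme for no effect and DMSO wells lacking enzyme for full effect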
#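 System: Recombinant HKDC1 hexokinase | Amount: HKDC1 at 5 µg/mL | Reagent: Glucose with 1 mM ATP | Doses: Single 20 µM dose | Incubation: Reaction time 90 min, room temperature, protected from light | Signal: Coupled resazurin fluorescence, excitation 525 nm, emission 613 nm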
# PfGluPho inh: PfG6PD enzyme inhibitors, primary screen, biochemical, fluorescence intensity, uHTS; glucose-6-phosphate dehydrogenase-6-phosphogluconolactonase (Plasmodium falciparum 3D7); PfGluPho enzyme, NADPH resazurin-diaphorase fluorescence; inhibition, % at 20 µM; hit rate 0.78% among 350,000; AID 504690, 2011;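 active = inhibition reaching at least a set limit at 20 µM in the primary screen, cut at about 59% in these data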;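 also: 0% = DMSO wells with substrate and 100% = DMSO wells lacking glucose-6-phosphate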
# SENP1 inh: human SENP1 catalytic domain inhibitors, primary screen, biochemical, FRET, uHTS. Sentrin-specific protease 1 (Homo sapiens), Q9P0U3. recombinant SENP1 catalytic domain, CyPet-SUMO1-YPet FRET cleavage. inhibition, % at 10 µM. hit rate 0.21% among 360,000;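 active = inhibition at least 30% at 10 µM, raw YFP signal under a set limit, fluorescence ratio 0.5 to 1.5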;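 also: 0% = enzyme with DMSO and 100% = no enzyme wells; some results filed as inactive read as strong as hits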
#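 Assay system – human recombinant His6-tagged SENP1 catalytic domain enzyme · Input – SENP1 enzyme, 20 pM final · Buffer or medium – Tris pH 8 buffer plus EDTA, NaCl, BME, BSA, NP40, catalase · Schedule – 50 min reaction at room temperature · Technique – FRET read of cyan and yellow fluorescence · Control set – no-enzyme wells low, DMSO-plus-enzyme wells high control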
# Apaf-1 inh: inhibitors of human Apaf-1 apoptosome, primary screen, biochemical, DEVD-Rh110 fluorescence, uHTS | inhibition, % at 20 µM | hit rate 0.71% among 330,000 | reconstituted apoptosome caspase-3 activity | Apoptotic protease-activating factor 1 (Homo sapiens), O14727 | AID 489030, 2010; active = inhibition of at least 40% at 20 µM;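 also: plate controls were DMSO wells for no effect and DEVD-CHO caspase inhibitor wells for full effect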
#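 Material: reconstituted apoptosome with Apaf-1, cytochrome c, caspase-9, procaspase-3, dATP. Technique: Rh110 fluorescence intensity. Buffer or medium: pH 7.5 Hepes buffer with CHAPS, BSA, DTT. Times: 30 min plus 50 min, RT.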
# SENP6 inh: SENP6 protease inhibitors, primary screen, biochemical, luminescence, uHTS. inhibition, % at 10 µM. Sentrin-specific protease 6 (Homo sapiens), Q9GZR1. Recombinant SENP6 catalytic domain, aminoluciferin luminescence. hit rate 1.8% among 330,000;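 active = inhibition above about 50% at the single tested dose, limit read from the data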;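 also: plate controls were DMSO wells with enzyme for no effect and DMSO wells lacking enzyme for full effect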
# Target sequence (Q9GZR1 628-1112 limits assumed): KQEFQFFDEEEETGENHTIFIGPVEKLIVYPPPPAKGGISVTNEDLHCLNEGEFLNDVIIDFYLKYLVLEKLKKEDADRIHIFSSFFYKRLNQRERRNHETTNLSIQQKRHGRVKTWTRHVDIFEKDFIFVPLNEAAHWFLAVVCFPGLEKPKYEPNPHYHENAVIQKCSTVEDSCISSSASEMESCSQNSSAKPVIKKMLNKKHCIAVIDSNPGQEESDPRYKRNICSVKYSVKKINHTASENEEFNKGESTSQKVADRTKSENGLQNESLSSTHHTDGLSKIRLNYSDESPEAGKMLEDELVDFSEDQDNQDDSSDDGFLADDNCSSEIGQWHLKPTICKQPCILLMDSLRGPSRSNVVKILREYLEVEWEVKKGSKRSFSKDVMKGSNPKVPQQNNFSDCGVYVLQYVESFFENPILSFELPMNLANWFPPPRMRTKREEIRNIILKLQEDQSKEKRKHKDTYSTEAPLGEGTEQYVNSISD
# SENP8 block-2: human SENP8 protease inhibitors, primary screen, biochemical, fluorescence, Nedd8 protein substrate, uHTS. Sentrin-specific protease 8 (Homo sapiens), Q96LD8. hit rate 0.64% among 360,000. inhibition, % at 20 µM. AID 602440, 2012. recombinant SENP8; in the data active = inhibition mostly above about 40%, no sharp cut-off; inactive = mostly below about 27%
# An asterisk follows results filed as active; . = no result given. Compounds as they come; about 4.1% have a hit in one of these screens.
SMILES,NALP3 yeast inh,SENP8 block-1,SENP7 inh,HKDC1 inhibitor,PfGluPho inh,SENP1 inh,Apaf-1 inh,SENP6 inh,SENP8 block-2
O=C(O)C1C2CCC(O2)C1C(=O)Nc1ccc(F)c(Cl)c1 (stereo unspecified),4,-7,-12,1,0,1,-5,-14,10
CCN(CC)S(=O)(=O)c1cccc(-c2nnc(SCC(N)=O)n2C)c1,2,0,4,-3,-11,0,-30,2,18
CCCCOC(=O)/C=C\C(=O)OCCCC,11,1,4,-2,-6,3,-2,1,38
CC(=O)Oc1ccc(N(C(C)=O)S(=O)(=O)c2ccc3ccccc3c2)cc1Br,16,-5,-1,3,-5,5,11,-1,20
Cc1cc(-c2nnc(SCC(=O)Nc3ccc(Br)cc3F)n2N)n[nH]1,18,-3,-8,-3,1,1,-10,19,10
CCCN1CCN(CC(=O)Nc2nnc(CC)s2)CC1,11,-6,4,4,-6,2,-15,4,13
CCc1ccc(-c2nc(CSCC(=O)N3CCN(c4ncccn4)CC3)c(C)o2)cc1,4,-4,1,2,-1,4,16,-13,-41
CC(=O)Nc1ccc(S(=O)(=O)NCCSCc2cccc(Cl)c2)cc1,21,-11,-3,11,-3,0,3,-22,17
Cc1ccc(S(=O)(=O)CCC(=O)OCC(=O)NCC(=O)Nc2cccc(C)c2C)cc1,9,4,-5,-7,14,2,-13,3,9
O=C(Nc1cc(S(=O)(=O)N2CCCC2)ccc1OCC(F)(F)F)c1ccc(F)cc1,5,2,-3,5,-22,1,0,-6,17
CC1(C)Cc2cccc(OCC(=O)N3CCN(c4cccc(Cl)c4)CC3)c2O1,21,2,-4,-3,27,1,15,-1,16
CCOC(=O)C1=C(C)OC(N)=C(C#N)C1c1cncc(-c2ccc(F)cc2)c1 (stereo unspecified),10,1,9,1,2,-1,7,11,-16
CC(C)(C)C(=O)Cn1ncc(Br)c(Br)c1=O,.,.,.,-2,-5,2,.,.,-1
CCc1nnc(NC(=O)CSc2nnc(CNC(=O)c3ccccc3F)n2C)s1,1,-3,1,1,-3,1,0,-11,3
Cc1ccc(OC(=O)c2ccc([N+](=O)[O-])cc2Cl)cn1,4,-5,2,0,-6,2,1,-34,10
O=C(c1ccc2ncsc2c1)N1CCN(c2cccc(C(F)(F)F)c2)CC1,-37,-7,1,-2,15,-3,24,-9,-12
Nc1cc2c(cc1[N+](=O)[O-])OCCOCCOCCO2,5,3,0,-3,-19,3,-7,-9,15
Cn1c(CNS(=O)(=O)c2ccc(Cl)cc2)n[nH]c1=S,15,-4,2,-6,18,-1,5,-10,18
O=C(Nc1cccc(S(=O)(=O)N2CCOCC2)c1)C1CC1,7,-7,-5,-8,-9,2,-2,-11,13
Cc1nn(CC(=O)NCc2ccccc2)c(=O)c2ccccc12,-8,2,2,-13,-5,3,0,-2,6
CC1CCN(CCc2nc3cc(NC(=O)COc4ccc(Cl)cc4)ccc3n2C)CC1,9,-5,-5,-3,1,0,31,0,2
Cn1c(C2CCCN2C(=O)OC(C)(C)C)n[nH]c1=S (stereo unspecified),-2,3,6,-4,14,0,-4,-9,26
O=C(Nc1ccccc1)C(=O)Nc1ccc2c(c1)N(C(=O)C1CC1)CCC2,8,96*,99*,1,11,0,17,98*,10
Cc1cnc(C(=O)NC(Cc2ccccc2)c2ccccc2)cn1 (stereo unspecified),47,0,-2,-2,11,0,3,-18,8
O=C(Nc1nc(-c2ccc3c(c2)OCO3)cs1)c1ccncc1,33,4,4,-2,23,3,19,-4,4
SMILES,NALP3 yeast inh,SENP8 block-1,SENP7 inh,HKDC1 inhibitor,PfGluPho inh,SENP1 inh,Apaf-1 inh,SENP6 inh,SENP8 block-2
N#CC(C#N)=CN=c1ccn(Cc2ccc(Cl)cc2Cl)cc1,4,-6,-17,0,-4,-45,0,-8,14
S=c1[nH]nc(Cn2cnc3ccccc32)n1-c1ccccc1,15,0,13,-1,31,2,-3,-8,15
O=C(CN(C1CCCCC1)S(=O)(=O)c1ccc(F)cc1)Nc1ccc2c(c1)OCO2,51*,-2,-7,4,11,-1,1,-5,18
COC(=O)c1sc(S(=O)(=O)N2CCC(C(=O)O)CC2)c(C(=O)OC)c1C,-12,3,2,-2,-39,1,-8,5,24
O=C(O)CCC(=O)NNC(=O)CCC(=O)Nc1ccccc1,5,-8,-5,-5,-15,1,-4,-16,3
O=C(N/N=C/c1c[nH]c2ccccc12)c1cc(-c2cccc3ccccc23)n[nH]1,-6,6,4,-6,20,-3,21,19,-47
CC1CCN(C(=O)CSc2nc3[nH]ncc3c(=O)[nH]2)CC1,5,-2,0,-6,-11,0,-7,-4,-3
CCCn1c(SCC(=O)NC2CCCCC2)nnc1-c1ccco1,-1,6,8,-8,9,-4,-5,-31,1
Cn1cccc1/C=N/NC(=O)Cc1cccc2ccccc12,3,-1,-9,4,-3,7,9,-9,16
CC1CN(C(=O)c2ccc(S(=O)(=O)Nc3cccc(C(F)(F)F)c3)cc2)CC(C)O1 (stereo unspecified),15,-14,-12,-17,-15,3,7,-5,14
O=C(NCC(c1ccco1)N1CCN(c2ccccc2)CC1)C(=O)NC1CCCCC1 (stereo unspecified),8,-4,-9,-7,7,2,13,-7,3
CC(NC(=O)c1ccc(S(=O)(=O)Nc2ccccc2)cc1)c1ccc(S(N)(=O)=O)cc1 (stereo unspecified),14,-15,-13,-2,11,-2,11,10,4
Nc1ccc2oc(-c3ccccc3Cl)cc(=O)c2c1O,22,7,-1,11,-1,4,16,16,21
CCC(C(=O)Nc1ccc2c(c1)OCCO2)c1ccccc1 (stereo unspecified),3,-1,0,8,-3,-1,-8,-6,20
O=C(CS(=O)(=O)c1c[nH]c2ccccc12)N1CCc2ccccc21,13,8,9,-2,25,0,0,1,10
CC(C)Nc1nc(NC(C)C)nc(OCCOC(=O)Nc2ccccc2)n1,-2,13,11,-2,11,3,3,22,13
CN1CCC(N(C)S(=O)(=O)c2ccc(C(C)(C)C)cc2)CC1,11,-16,-9,1,-26,2,9,-5,9
COc1cc(Cn2c(=O)c3c(OC)c(C)cnc3n(C)c2=O)cc(OC)c1,6,-14,-18,-5,-6,-4,-1,-2,4
CN(C)S(=O)(=O)c1cccc(C(=O)Nc2cc(S(=O)(=O)N3CCOCC3)ccc2O)c1,11,0,-4,-4,11,0,0,0,2
COCCC(=O)N1CCC(Oc2ccc(C(=O)NCc3ncc(C)[nH]3)cc2)CC1,14,1,2,-2,-14,2,-7,-4,1
COC(=O)c1ccc(-c2nc(O)c3cnccn23)cc1,5,-13,-2,1,13,5,2,-22,-32
CSc1ccccc1C(=O)C1CCCN(S(=O)(=O)c2c(C)noc2C)C1 (stereo unspecified),-7,3,2,22,-14,-3,9,9,18
Cc1ccc(CNC(=O)C2CCCN(c3nn4c(=O)cc(C)nc4s3)C2)cc1 (stereo unspecified),7,1,7,3,-1,1,-6,-22,9
CC(=O)N1CCN(CC(O)COc2ccc(OCc3ccccc3)cc2)CC1 (stereo unspecified),13,-7,-17,-7,-11,-5,1,-29,11
Cc1ccccc1Oc1ccc(S(=O)(=O)NCCC(=O)O)cc1,2,-2,-2,-6,-32,-33,1,-14,8

# Complete entries as entered above. Screens in order: NALP3 yeast inh	SENP8 block-1	SENP7 inh	HKDC1 inhibitor	PfGluPho inh	SENP1 inh	Apaf-1 inh	SENP6 inh	SENP8 block-2
# COCCC(=O)N1CCC(Oc2ccc(C(=O)NCc3ncc(C)[nH]3)cc2)CC1 as listed: 14	1	2	-2	-14	2	-7	-4	1
# CC(=O)N1CCN(CC(O)COc2ccc(OCc3ccccc3)cc2)CC1 (stereo unspecified) as listed: 13	-7	-17	-7	-11	-5	1	-29	11
# CCC(C(=O)Nc1ccc2c(c1)OCCO2)c1ccccc1 (stereo unspecified) as listed: 3	-1	0	8	-3	-1	-8	-6	20

# (listing goes on)
SMILES,NALP3 yeast inh,SENP8 block-1,SENP7 inh,HKDC1 inhibitor,PfGluPho inh,SENP1 inh,Apaf-1 inh,SENP6 inh,SENP8 block-2
O=C(CCCn1c(=S)[nH]c2cc3c(cc2c1=O)OCO3)NCc1cccc(Cl)c1,17,-16,3,0,0,0,9,-3,13
O=C(COC(=O)c1cccnc1)Nc1ccc(F)cc1,6,-1,-11,-3,-4,-6,-3,-4,12
O=C(COc1ccc(F)cc1F)NNC(=O)Nc1cccc([N+](=O)[O-])c1,8,8,4,-3,3,3,-1,3,17
O=C(N/N=C/c1ccc(OC(=O)c2ccccc2Cl)cc1)c1ccccn1,8,5,71*,-3,0,1,-2,4,-7
Cn1c(Br)nc2c1c(=O)n(CC(O)COc1ccccc1)c(=O)n2C (stereo unspecified),18,-2,-4,-5,50,-1,-3,10,19
CC1(C)CC(n2c(NCCO)nc3c(c2=O)C2(CCCC2)Cc2ccccc2-3)CCO1 (stereo unspecified),-5,3,8,0,-2,1,12,-11,-278
Cc1ccc(N(C(=O)CC2NC(=O)NC2=O)C2(C(=O)NC3CCCC3)CCCCC2)cc1 (stereo unspecified),4,4,10,-2,3,1,2,-7,21
CCOC(=O)c1c(C)[nH]c(C)c1S(=O)(=O)N(C)CC(=O)Nc1cccc(C)n1,19,-9,-12,-3,-23,2,-11,17,6
O=C(CSc1nc(O)c(C2CCCCC2)c(=O)[nH]1)Nc1ccc(F)cc1,13,6,-1,-5,-21,3,7,3,5
O=S(=O)(c1ccc(-c2nnco2)cc1)N1CCCCC1,12,-3,3,-3,8,1,-5,-6,11
O=C(CCC1CC(=O)Nc2ccccc21)NCc1ccc(F)cc1 (stereo unspecified),12,-10,-4,-7,-2,0,-13,-4,-21
O=[N+]([O-])c1cccc(-c2nnc3ccccn23)c1,7,3,-4,-4,-2,.,-9,5,.
NS(=O)(=O)c1ccc(CCNC(=O)c2ccccc2F)cc1,3,-2,3,-8,-4,-5,-2,2,-3
COCCN(C(=O)c1ccc2c(c1)S(=O)(=O)N=C1CCCCCN12)c1c(N)n(CC(C)C)c(=O)[nH]c1=O,.,.,.,-6,-10,-2,.,.,7
CS(=O)(=O)Nc1ccccc1C(=O)OCC(=O)N1CCC(c2ccccc2)=N1,27,-2,7,-4,14,-1,18,4,-131
CCCSC1=C(C#N)C(c2cc(OC)ccc2OC)CC(=O)N1 (stereo unspecified),9,1,1,4,1,2,-2,-9,12
COc1ccc(C)cc1NC(=O)C1CC(=O)N(CCc2ccccc2)C1 (stereo unspecified),6,-10,-8,-1,-11,4,8,-25,29
CC(=O)OC(C(=O)NCc1ccc2c(c1)OCO2)c1ccccc1Cl (stereo unspecified),2,-6,-6,0,-3,3,-1,-17,15
Cc1ccc(Cl)cc1NC(=O)COC(=O)CSc1ccccc1,8,-17,-5,-6,6,7,6,5,10
